Pol iota inh: blocks human DNA polymerase iota activity; Potency, µM (series often up to 115 µM), inactives show at the highest dose activity, negative = inhibition, usual class: inhibitors; actives 1% (n = 390,000); Pol iota fluorescent replication assay, 10 min; AID 588590; also: potency is read from the fitted curve at half-maximal effect
Target sequence (Q9UNA4 whole entry, looked up): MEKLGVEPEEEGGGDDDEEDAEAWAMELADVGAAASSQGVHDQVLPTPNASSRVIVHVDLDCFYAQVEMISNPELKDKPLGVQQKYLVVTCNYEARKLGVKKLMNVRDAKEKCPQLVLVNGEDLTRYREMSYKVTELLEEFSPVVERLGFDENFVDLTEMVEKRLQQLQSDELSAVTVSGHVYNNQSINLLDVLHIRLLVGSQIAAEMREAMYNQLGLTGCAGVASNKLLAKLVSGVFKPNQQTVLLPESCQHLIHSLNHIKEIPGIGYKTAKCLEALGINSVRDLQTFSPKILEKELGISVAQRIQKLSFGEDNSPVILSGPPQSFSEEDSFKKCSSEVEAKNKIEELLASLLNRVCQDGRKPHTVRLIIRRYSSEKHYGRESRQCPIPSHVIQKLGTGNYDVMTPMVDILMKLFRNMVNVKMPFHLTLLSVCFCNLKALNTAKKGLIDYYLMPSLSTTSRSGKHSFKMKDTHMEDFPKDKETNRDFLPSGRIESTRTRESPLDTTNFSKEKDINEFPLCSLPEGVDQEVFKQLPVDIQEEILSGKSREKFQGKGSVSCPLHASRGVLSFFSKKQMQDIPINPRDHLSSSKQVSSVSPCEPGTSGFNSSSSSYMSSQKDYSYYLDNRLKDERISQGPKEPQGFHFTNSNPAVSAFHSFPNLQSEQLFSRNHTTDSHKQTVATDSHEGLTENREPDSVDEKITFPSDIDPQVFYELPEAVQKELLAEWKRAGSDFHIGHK
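Pol iota at 10 nM preincubated 15 min with compounds at room temperature; reaction started with fluorescent substrate, 50 nM final. Fluorescence read kinetically at 0 and 10 min; buffer-only wells as negative control.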
Pol kappa inh: DNA polymerase kappa (human) inhibition; Potency, µM (titrated, usually from 107 µM), without a hit: top-dose activity, negative = inhibition, most hits filed as inhibitors; purified Pol kappa, fluorescent DNA synthesis assay, 10 min; actives 0.53% (n = 400,000); Q9UBT6; also: potency is read from the fitted curve at half-maximal effect; % is scaled to controls: 0 for no effect and ±100 for the full control effect
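50 nM final substrate added after 15 min RT preincubation of 10 nM Pol kappa with compound; fluorescence read at 0 and 10 min.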
APEX1 inh: APE1 (human) endonuclease inhibition; recombinant APE1, TAMRA/BHQ-2 abasic DNA cleavage fluorescence; actives 0.35% (n = 350,000); P27695; AID 2517; Potency, µM (highest dose often 65.8 µM), for the others: at the top dose activity change, negative = inhibition, actives largely listed as inhibitors;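 also: potency is read from the fitted curve at half-maximal effect; plate controls were vehicle for no effect and reference inhibitor for full effect; nearly all actives have a fitted effect of over 55% in size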
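Measures dequenching upon AP-site incision of a 5'-TAMRA/3'-BHQ-2 THF-containing duplex, 50 nM; human APE1 0.75 nM after 15 min room-temperature exposure to compound; kinetic three-point read at one-minute spacing.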
Apoferritin bind: binds horse apoferritin like a general anesthetic; P02791; apoferritin/1-aminoanthracene competitive binding, fluorescence; Potency, µM (titrated, usually from 77.5 µM), for the others: at the top dose activity change, negative = displacement, hits mostly inhibitors; actives 0.074% (n = 350,000); AID 485281; also: potency is read from the fitted curve at half-maximal effect; % is scaled to controls: 0 for no effect and ±100 for the full control effect; nearly all actives have a fitted effect of over 20% in size
Target sequence (P02791 2-175 limits assumed): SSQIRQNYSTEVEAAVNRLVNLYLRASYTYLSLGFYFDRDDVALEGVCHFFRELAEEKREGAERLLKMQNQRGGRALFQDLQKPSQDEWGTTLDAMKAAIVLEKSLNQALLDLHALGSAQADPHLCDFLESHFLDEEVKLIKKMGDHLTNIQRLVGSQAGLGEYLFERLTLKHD
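Probe: 1-aminoanthracene (50% saturated, PBS). Protein: horse-spleen apoferritin, 10 uM. Incubation: 10 min, room temperature. Detection: 380 nm excitation, 535 nm emission. Analysis: normalized response, four-parameter Hill.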
POLB inh: blocks human DNA polymerase beta activity | P06746 | actives 1.3% (n = 340,000) | Potency, µM (titrated, usually from 114 µM), without a hit: at the highest dose activity change, negative = inhibition, usual class: inhibitors | Pol beta primer extension/strand displacement, fluorescence kinetic; also: potency is read from the fitted curve at half-maximal effect; % is scaled to controls: 0 for no effect and ±100 for the full control effect
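Curves were derived by four-parameter Hill fits of normalized qHTS data. The kinetic fluorescent primer-extension read was taken at 0 and 10 min after 50 nM substrate, following a 15 min room-temperature preincubation of 10 nM enzyme with compounds.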
LDHA inh: LDHA (human) enzyme inhibition. P00338. purified LDHA, NADH/diaphorase-resazurin fluorescence; stronger effect = lower value. activity change, % (values are at about 110 or 230 µM). actives 0.15% (n = 480,000). AID 1347041; in the data active = activity change below about -30%; inconclusive = mostly about -25% to -30%;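 also: plate controls were DMSO wells for no effect and wells without enzyme for full effect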
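LDH5 2 nM; NADH 0.06 mM, pyruvate 0.2 mM; 200 mM Tris pH 7.4, EDTA, Tween-20; 5 min RT. Detection: diaphorase 0.133 mg/mL + resazurin 37 µM, fluorescence ex540/em590 at 0 and 20 min; normalized to enzyme-free and DMSO wells.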
GRP78 ERSR act: induces the endoplasmic reticulum stress response in human glioma cells; U87-MG GRP78 promoter luciferase reporter, 16 h; Potency, µM, inactives show top-dose activation, usual class: activators; actives 0.02% (n = 420,000); AID 602332; also: potency is read from the fitted curve at half-maximal effect; series mostly up to about 76 µM; % of control where 0% means no effect; nearly all actives have a fitted effect of over 35% in size
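ERSR induction read as luciferase luminescence (Bright-Glo, 10 min at room temperature) in stably transfected human U87-MG glioma cells exposed to compounds for 16 h, using GRP78 as sensor.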
POLH inh: blocks human DNA polymerase eta activity; Q9Y253; recombinant Pol eta, fluorescent DNA replication assay; Potency, µM (series often up to 114 µM), for the others: at the top dose activity change, negative = inhibition, most hits filed as inhibitors; actives 1.2% (n = 390,000); AID 588591; also: potency is read from the fitted curve at half-maximal effect; % is scaled to controls: 0 for no effect and ±100 for the full control effect
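Pol eta (10 nM) was preincubated with compounds for 15 min at room temperature, after which fluorescent replication substrate (50 nM final) was added to start the reaction. Fluorescence was read kinetically at 0 and 10 min.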
BLM inh: Bloom syndrome helicase (human) inhibition; P54132; recombinant BLM DNA unwinding, fluorescence dequenching; Potency, µM (highest dose often 56.1 µM), inactives show at the highest dose activity change, negative = inhibition, hits mostly inhibitors; actives 0.2% (n = 350,000);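 also: potency is read from the fitted curve at half-maximal effect; plate controls were vehicle for no effect and no enzyme for full effect; nearly all actives have a fitted effect of over 35% in size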
An asterisk follows results filed as active; [ ] = remark or other dose. Unless noted, calls follow the shape of the dose curve; as a rule, active = well fitted curve in the direction sought with a large enough effect; inconclusive = small, poorly fitted or top-dose-only effect, or another doubt; inactive = no such curve, though single readings can be large; an effect the other way counts as inactive or inconclusive.

For Cc1nc(NCC2CCCO2)c2nnn(Cc3c(F)cccc3Cl)c2n1 (configuration not stated) the results were Pol iota inh 154%[activator], Pol kappa inh 0%, APEX1 inh -3%, Apoferritin bind -16%, POLB inh -12%, LDHA inh -6, GRP78 ERSR act -1%, POLH inh -20% and BLM inh 1%.
For O=C(Nc1ccc(Cl)cc1)C1c2cccc[n+]2CC(=O)N1Cc1ccc2c(c1)OCO2 (configuration not stated) the results were Pol iota inh 36%, Pol kappa inh -2%, APEX1 inh -9%, Apoferritin bind -23%, POLB inh -3%, LDHA inh 7, GRP78 ERSR act 3%, POLH inh -19% and BLM inh -8%.
`Cc1cccc2sc(NC(=O)CCNS(=O)(=O)c3cccs3)nc12` gave Pol iota inh -2%, Pol kappa inh -18%, APEX1 inh -4%, Apoferritin bind inconclusive, POLB inh 13%, LDHA inh 0, GRP78 ERSR act 3%, POLH inh -10% and BLM inh -3%.
`CCCCOc1ccc(C(=O)N(Cc2ccc(C(C)C)cc2)C2CCS(=O)(=O)C2)cc1` (configuration not stated) gave Pol iota inh 5%, Pol kappa inh -15%, Apoferritin bind 112%[activator], POLB inh 0%, LDHA inh 0, GRP78 ERSR act 1%, POLH inh -8% and BLM inh -14%.
Screening N#CCCn1c(=O)cnc2cnc(N3CCOCC3)nc21 returned Pol kappa inh -13%[60.1 µM], APEX1 inh -3%, GRP78 ERSR act -1% and BLM inh -2%.
O=C(CC12CC3CC(CC(C3)C1)C2)NCc1ccncc1 was read as Pol iota inh -1%[58.9 µM], Pol kappa inh -20%, APEX1 inh 6%, Apoferritin bind inconclusive, POLB inh 4%, LDHA inh 2, GRP78 ERSR act -1%, POLH inh -8% and BLM inh 1%.
For CCCCNc1nc(N)nc(-c2cc(Cl)ccc2O)n1 the results were Pol iota inh -12%, Pol kappa inh -4%, APEX1 inh 2%, Apoferritin bind -10%, POLB inh 4%, LDHA inh -1, GRP78 ERSR act -6%, POLH inh inconclusive and BLM inh -7%.
NC(N)=NC1=NC(=O)C(Cc2ccccc2)S1 (configuration not stated) was read as Pol iota inh 31%[activator], Pol kappa inh -8%, APEX1 inh -11%, Apoferritin bind -10%, POLB inh 14%, LDHA inh -4, GRP78 ERSR act 2%, POLH inh -21% and BLM inh -2%.
Screening C=CCSc1nc(-c2ccc3c(c2)OCO3)cc(C(F)(F)F)c1C#N returned Pol iota inh 34%[activator], Pol kappa inh -2%, APEX1 inh 10%, Apoferritin bind -4%, POLB inh 22%, LDHA inh -6, GRP78 ERSR act -3%, POLH inh 0% and BLM inh -4%.
For CCOc1cc(/C=N\NC(=O)c2ccc(C)nc2)cc([N+](=O)[O-])c1O the results were Pol iota inh 3%, Pol kappa inh -7%, APEX1 inh -6%, Apoferritin bind -11%, POLB inh -10%, LDHA inh 0, GRP78 ERSR act -3%, POLH inh -17% and BLM inh -5%.
Screening C#CC(=O)CC1(CN(Cc2ccccc2)C(=O)OC(C)(C)C)CCCCC1 returned Pol iota inh 26%, Pol kappa inh 2%, LDHA inh 4, GRP78 ERSR act -7% and POLH inh -12%.
Screening Cc1ccc(F)cc1NC(=O)CCNC(=O)c1ccc([N+](=O)[O-])cc1 returned Pol iota inh 51%[activator], Pol kappa inh -15%, APEX1 inh 11%, Apoferritin bind -4%, POLB inh 37%, LDHA inh -2, GRP78 ERSR act 0%, POLH inh -16% and BLM inh -2%.
CC(Sc1ccc(Cl)cc1)C(=O)NCc1cccnc1 (configuration not stated) was read as Pol iota inh 5%, Pol kappa inh -7%, APEX1 inh 4%, Apoferritin bind 8%, POLB inh 8%, LDHA inh -1, GRP78 ERSR act -5%, POLH inh -17% and BLM inh -1%.
For CC1CC(C)CN(CCOCCSc2ccccc2)C1 (configuration not stated) the results were Pol iota inh 0%, Pol kappa inh -1%, APEX1 inh -5%, Apoferritin bind -6%, POLB inh 10%, LDHA inh -20, GRP78 ERSR act 0%, POLH inh -13% and BLM inh 1%.
`CC(/C=N/NC(=O)Cc1cccs1)=C\c1ccccc1` gave Pol iota inh -10%, Pol kappa inh -6%, APEX1 inh -3%, Apoferritin bind 2%, POLB inh 7%, LDHA inh -4, GRP78 ERSR act 2%, POLH inh -18% and BLM inh 1%.
Screening CC(C)(C)c1ccc(C(=O)N2CCNC(=O)C2CC(=O)Nc2ccc(F)cc2)cc1 (configuration not stated) returned Pol iota inh -1%, Pol kappa inh -24%, APEX1 inh -9%, Apoferritin bind -19%, POLB inh -1%, LDHA inh -5, GRP78 ERSR act -1%, POLH inh -5% and BLM inh -1%.
For COc1ccc(CCn2c(C)c(C(C)=O)c(C(C)=O)c2C)cc1OC the results were Pol iota inh 113%[activator], Pol kappa inh -22%, APEX1 inh 0%, Apoferritin bind -4%, POLB inh 0%, LDHA inh -4, GRP78 ERSR act -4%, POLH inh -4% and BLM inh -2%.
`O=C(/C=C/c1cn(-c2ccccc2)nc1-c1ccc2c(c1)OCCO2)NCCCN1CCOCC1` gave Pol iota inh 8%, Pol kappa inh -2%, APEX1 inh 9%, Apoferritin bind -12%, POLB inh 16%, LDHA inh -4, GRP78 ERSR act 1%, POLH inh -4% and BLM inh 5%.
For COC(=O)C1CSC(C(=O)OC)N1C(=O)Nc1ccccc1 (configuration not stated) the results were Pol iota inh -11%, Pol kappa inh -13%, APEX1 inh -1%, Apoferritin bind inconclusive, POLB inh 3%, LDHA inh -2, GRP78 ERSR act 0%, POLH inh -9% and BLM inh -2%.
Screening N#Cc1ccccc1OCC(=O)Nc1cccc(S(=O)(=O)N2CCCC2)c1 returned Pol iota inh 14%, Pol kappa inh -3%, APEX1 inh 23%, LDHA inh -1, GRP78 ERSR act -5% and POLH inh 0%.

2 records drawn at random from those above, as already listed:
For CC1CC(C)CN(CCOCCSc2ccccc2)C1 (configuration not stated) the results were Pol iota inh 0%, Pol kappa inh -1%, APEX1 inh -5%, Apoferritin bind -6%, POLB inh 10%, LDHA inh -20, GRP78 ERSR act 0%, POLH inh -13% and BLM inh 1%.
For CCCCNc1nc(N)nc(-c2cc(Cl)ccc2O)n1 the results were Pol iota inh -12%, Pol kappa inh -4%, APEX1 inh 2%, Apoferritin bind -10%, POLB inh 4%, LDHA inh -1, GRP78 ERSR act -6%, POLH inh inconclusive and BLM inh -7%.

Next section:
`c1cc(CN2CCCNCCNCCCNCC2)ccc1CN1CCCNCCNCCCNCC1` gave Pol kappa inh -12%[60.1 µM], APEX1 inh 14%, Apoferritin bind 5%, GRP78 ERSR act -1% and BLM inh inconclusive.
`CCN1CCN(C(=O)C23CCC(C)(C(=O)C2Br)C3(C)C)CC1` (configuration not stated) gave Pol iota inh 4%, Pol kappa inh 6%, APEX1 inh 3%, Apoferritin bind -11%, POLB inh 43%, LDHA inh -6, GRP78 ERSR act -2%, POLH inh 0% and BLM inh -8%.
`O=C1/C(=C/c2ccc(O)cc2)SC(=S)N1Cc1cccnc1` gave Pol iota inh 7%, Pol kappa inh -4%, APEX1 inh 8%, Apoferritin bind -3%, POLB inh 12%, LDHA inh -9, GRP78 ERSR act 2%, POLH inh -3% and BLM inh 3%.
CC(C)CCNC(=O)C(C)N(C(=O)Cn1nnc(-c2ccc(F)cc2)n1)C1CCCC1 (configuration not stated) was read as Pol iota inh 27%, Pol kappa inh -11%, APEX1 inh 8%, Apoferritin bind inconclusive, POLB inh -17%, LDHA inh -10, GRP78 ERSR act -6%, POLH inh -17% and BLM inh -2%.
Screening CC(C)n1nnnc1SCC(=O)N1CCN(Cc2ccc3c(c2)OCCO3)CC1 returned Pol iota inh 8%, Pol kappa inh -3%, APEX1 inh -17%, LDHA inh -9, GRP78 ERSR act -2% and POLH inh -4%.
For CCOC(=O)c1c(C)[nH]c(C(=O)OCc2csc(CC(=O)Nc3ccccc3C)n2)c1C the results were Pol iota inh -24%, Pol kappa inh -8%, APEX1 inh 7%, LDHA inh -5, GRP78 ERSR act -2% and POLH inh -19%.
Screening Cc1nc(N)sc1C(=O)N/N=C/c1ccco1 returned Pol iota inh 62%[activator], Pol kappa inh -7%, APEX1 inh 9%, Apoferritin bind 0%, POLB inh 0%, LDHA inh -7, GRP78 ERSR act 3%, POLH inh -21% and BLM inh -12%.
`CC(=O)Nc1cccc(NC(=O)C(=O)NCCc2sc(-c3ccccc3)nc2C)c1` gave Pol iota inh -6%, Pol kappa inh -4%[60.1 µM], Apoferritin bind 0%, POLB inh 19%, LDHA inh -3, GRP78 ERSR act -3%, POLH inh -15% and BLM inh -4%.
For COc1ccc(C(=O)Nc2nc3c(s2)Cc2c(Br)ccc(OC)c2-3)cc1OC the results were Pol iota inh -10%, Pol kappa inh -22%, Apoferritin bind -11%, POLB inh -27%, LDHA inh -12 and BLM inh -3%.
Screening CCN(CC(=O)NCc1ccc(Cl)cc1)C(=O)c1cnc(Cl)c(Cl)c1 returned Pol iota inh 50%[activator], Pol kappa inh -5%, APEX1 inh -11%, Apoferritin bind -4%, POLB inh 49%, LDHA inh -1, GRP78 ERSR act 1%, POLH inh -12% and BLM inh 0%.
CC1(NC(=O)C2CCCCC2)CCS(=O)(=O)C1 (configuration not stated) was read as Pol iota inh 108%[activator], Pol kappa inh 4%, APEX1 inh -2%, Apoferritin bind -6%, POLB inh 1%, LDHA inh -4, GRP78 ERSR act -7%, POLH inh -16% and BLM inh 0%.
For Cc1oc(-c2ccccc2Cl)nc1CN1CCCC1c1ccc(F)cc1 (configuration not stated) the results were Pol iota inh 3%, Pol kappa inh -4%[60.1 µM], APEX1 inh 8%, Apoferritin bind -13%, POLB inh 24%, LDHA inh 1, GRP78 ERSR act -2%, POLH inh -13% and BLM inh -5%.
`O=C(NC1CC1)c1nc2c(nnn2Cc2ccccc2Cl)c(=O)[nH]1` gave Pol iota inh 16%, Pol kappa inh -3%, APEX1 inh 1%, Apoferritin bind 2%, POLB inh -22%, LDHA inh 1, GRP78 ERSR act 1%, POLH inh -13% and BLM inh 1%.

High-throughput results as filed in PubChem.

These rows are one share of the data. The share of hits here may be higher or lower than overall.
